Source: PubChem BioAssay
Chronic BCR inh: chronic active BCR signaling inhibition; ABC-DLBCL IkBa-CBG/CBR reporter, luminescence ratio, 4 h; Potency, µM (top dose mostly 46.1 µM), without a hit: top-dose ratio change, negative = lower green/red ratio, most hits filed as inhibitors; 0.05% of 340,000 active; AID 493014; active = well fitted inhibition curve with a large enough effect in the signal ratio, with a control signal flat, not every such curve was filed as active; inconclusive = small, poorly fitted or top-dose-only effect, or effect the other way, or a change in a side signal; the % refers to the signal ratio;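 also: potency is read from the fitted curve at half-maximal effect; plate controls were basal doxycycline-induced cells for no effect and cells given 10 µM MG132 for full effect; MG132 reads +100%, hits lower the ratio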
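Compounds up to 46 uM were incubated four hours with TMD8 cells whose green CBG68 luciferase is fused to IkappaBalpha; red CBR luminescence normalised the signal, and concentration-effect curves were fitted to fusion, red and ratio data.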
Mito fusion act: mitochondrial division inhibition or fusion activation | S. cerevisiae fusion-defective mutant growth rescue, CellTiterGlo 48 h | Potency, µM (doses to about 46.1 µM), for inactives: top-dose growth rescue (activation), actives largely listed as activators | 0.23% of 320,000 active | AID 485298;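 also: potency is read from the fitted curve at half-maximal effect; % of control where 0% means no effect; nearly all actives have a fitted effect of over 45% in size; temperature-sensitive fusion mutants such as fzo1-1 at 37 °C on non-fermentable ethanol glycerol medium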
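Growth-rescue viability read-out: after 48 h at the non-permissive 37C in glycerol/ethanol YPEG, yeast mitochondrial fusion mutants are measured by CellTiterGlo luminescence; compounds (23 nl pinned per well) restoring growth score as division inhibitors or fusion activators.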
USP2a inh: blocks human ubiquitin-specific protease USP2a; O75604; USP2 core, Ub-CHOP2 coupled fluorogenic reporter, 485/531; Potency, µM (highest dose often 38.3 µM), for the others: at the top dose activity change, negative = inhibition, hits mostly inhibitors; 0.01% of 330,000 active; AID 463254;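 also: potency is read from the fitted curve at half-maximal effect; plate controls were DMSO wells for no effect and full inhibition by NEM control for full effect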
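Deubiquitinase activity read as fluorescence (485/531 nm) after Ub-CHOP2 cleavage activates the enterokinase reporter on its substrate; USP2 core 10nM, Ub-CHOP2 and substrate 25nM each, 30min compound preincubation then 60min RT; data normalized to NEM, curves fitted.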
TSHR antag: blocks TSH signaling through the human TSH receptor | TSHR-expressing cells, TSH-stimulated cAMP HTRF, 2 h; stronger effect = lower value | activity change, negative = inhibition, % at 11.5 µM | 0.2% of 330,000 active | AID 504810;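 active = activity change below a set negative limit, meaning inhibition stronger than a set level, cut at about -70% in these data; inconclusive = activity change between two set negative limits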; also: % is scaled to controls: 0 for no effect and ±100 for the full control effect
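Inhibition of cAMP made by TSHR-expressing cells under TSH stimulation (4nM final, EC80; 2 h, 37 deg C) is quantified with a one-step lysis HTRF kit, anti-cAMP cryptate versus cAMP-d2.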
Eya2 inh: blocks the phosphatase activity of human Eya2. O00167. recombinant Eya2, OMFP fluorescence dephosphorylation (OMFP is methylfluorescein phosphate). Potency, µM (highest dose often 76.9 µM), without a hit: top-dose activity, negative = inhibition, hits mostly inhibitors. 0.006% of 330,000 active; also: potency is read from the fitted curve at half-maximal effect; % is scaled to controls: 0 for no effect and ±100 for the full control effect
Target sequence (O00167 whole entry, looked up): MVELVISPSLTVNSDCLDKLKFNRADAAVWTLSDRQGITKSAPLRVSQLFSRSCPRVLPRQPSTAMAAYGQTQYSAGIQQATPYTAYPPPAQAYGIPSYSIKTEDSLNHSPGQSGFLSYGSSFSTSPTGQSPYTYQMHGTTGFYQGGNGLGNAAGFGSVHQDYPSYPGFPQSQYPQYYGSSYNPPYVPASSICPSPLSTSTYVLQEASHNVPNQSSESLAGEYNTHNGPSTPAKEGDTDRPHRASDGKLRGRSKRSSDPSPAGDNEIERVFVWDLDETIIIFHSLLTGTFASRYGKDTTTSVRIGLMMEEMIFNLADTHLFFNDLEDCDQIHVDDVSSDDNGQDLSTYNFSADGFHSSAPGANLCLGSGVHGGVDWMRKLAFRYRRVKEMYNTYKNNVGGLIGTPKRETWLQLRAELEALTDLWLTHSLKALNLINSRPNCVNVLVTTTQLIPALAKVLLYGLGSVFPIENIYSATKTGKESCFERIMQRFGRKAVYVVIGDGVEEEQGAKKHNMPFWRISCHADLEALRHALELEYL
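Eya2 (0.2 uM) preincubated 10 min at ambient with compound, then OMFP substrate added at 50 uM; 10 min reaction in 50 mM HEPES pH 7.5, 50 mM NaCl, 5 uM MgCl2, 0.05% BSA, 1 mM DTT. Fluorescence read at Ex 485/Em 525 nm.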
Tb PFK inh: inhibitors of T. brucei phosphofructokinase. O15648. T. brucei PFK, ADP-Glo luminescence. Potency, µM (series often up to 57.5 µM), for inactives: at the highest dose activity, negative = inhibition, actives largely listed as inhibitors. 0.17% of 330,000 active. AID 485367;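 also: potency is read from the fitted curve at half-maximal effect; 0% = uninhibited 1x PFK enzyme wells and -100% = no-enzyme wells; nearly all actives have a fitted effect of over 60% in size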
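ADP-Glo luminescence quantified ADP after 45 min at room temperature, with 1.25 nM T. brucei PFK, 0.1 mM ATP and 0.5 mM fructose-6-phosphate in pH 8.0 TEA buffer. qHTS titrations up to 57 µM; curves classified by quality.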
B2AR arrestin: agonists driving beta-arrestin recruitment to human beta2-adrenergic receptor; P07550; AID 492947; 0.02% of 330,000 active; Potency, µM (top dose mostly 46.1 µM), for inactives: top-dose activation, actives largely listed as activators; beta-arrestin recruitment to beta2AR, cell-based reporter;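 also: potency is read from the fitted curve at half-maximal effect; 0% = DMSO controls and full agonism = EC100 isoproterenol or metaproterenol; nearly all actives have a fitted effect of over 65% in size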
TCR act: activates T cell receptor signaling | AID 504894 | 330,000 tested, under 10 active | Potency, µM (top dose mostly 9.22 µM), for inactives: top-dose activation of IL-2 secretion, actives largely listed as activators | primary human leukocytes, anti-CD3, IL-2 HTRF, 48 h; also: % of control where 0% means no effect
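Compounds are tested in HTS on primary human leukocytes co-incubated with a-CD3 beads for 48 hr. IL-2 output is measured by time-resolved FRET.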
TSG101-PTAP inh: blocks PTAP/TSG101 interaction to inhibit HIV-1 budding. Q99816. Potency, µM (series often up to 115 µM), for the others: at the highest dose activity change, negative = inhibition, most hits filed as inhibitors. 340,000 tested, under 10 active. Fluorescence polarization, FITC-PTAP peptide / Tsg101 binding; active = well fitted inhibition curve with a large enough effect in the main read-out, with a control signal flat, not every such curve was filed as active; inconclusive = small, poorly fitted or top-dose-only effect, or effect the other way, or a change in a side signal; inactive = no such curve, though single readings can be large or run the other way; also: potency is read from the fitted curve at half-maximal effect; % of control where 0% means no effect
Target sequence (Q99816 whole entry, looked up): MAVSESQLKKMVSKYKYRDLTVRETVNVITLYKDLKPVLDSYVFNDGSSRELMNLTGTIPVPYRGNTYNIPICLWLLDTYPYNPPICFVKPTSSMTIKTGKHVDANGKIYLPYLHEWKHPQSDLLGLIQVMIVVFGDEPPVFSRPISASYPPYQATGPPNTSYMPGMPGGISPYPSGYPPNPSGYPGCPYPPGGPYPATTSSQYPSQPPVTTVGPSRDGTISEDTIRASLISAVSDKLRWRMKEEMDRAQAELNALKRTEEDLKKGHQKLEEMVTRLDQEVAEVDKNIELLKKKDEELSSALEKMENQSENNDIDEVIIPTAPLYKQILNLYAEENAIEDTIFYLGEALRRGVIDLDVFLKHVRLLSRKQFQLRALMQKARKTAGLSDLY
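Fluorescence polarization binding of Tsg101 binding domain (10 uM final) to FITC-labeled PTAP peptide (50 nM final) in HEPES pH 7.5 buffer with NaCl, Tween 20, EDTA, TCEP. Compounds added before peptide; binding 20 min at RT.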
uPA generation: blocks generation of uPA at the cell surface; cell surface uPA generation assay, qHTS; Potency, µM (highest dose often 38.3 µM), for inactives: at the top dose activity change, negative = inhibition, actives largely listed as inhibitors; 0.31% of 330,000 active; AID 540303; active = well fitted inhibition curve with a large enough effect; inconclusive = small, poorly fitted or top-dose-only effect; inactive = no such curve, though single readings can be large or run the other way; tested in mouse RAW 264.7 cells; also: potency is read from the fitted curve at half-maximal effect; % is scaled to controls: 0 for no effect and ±100 for the full control effect; nearly all actives have a fitted effect of over 55% in size
ELG1 repair inh: blocks ELG1-dependent DNA repair in HEK293T cells | Potency, µM (doses to about 46.1 µM), for inactives: top-dose activity change, negative = inhibition, hits mostly inhibitors | HEK293T ELG1-luciferase reporter, luminescence, 16 h; DNA damage induced by 5-fluorouridine | 2.3% of 330,000 active; also: potency is read from the fitted curve at half-maximal effect; % is scaled to controls: 0 for no effect and ±100 for the full control effect; nearly all actives have a fitted effect of over 55% in size
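In this reporter screen, reduction of luminescence relative to DMSO vehicle indicated activity. Compounds and 5-fluorouridine were added together to 2,000 cells per well, incubated for 16 hr at 37 °C, then developed with ONE-Glo.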
* marks the source's active call; other numbers are inactive results; ? = inconclusive; · = not tested or not shown; [ ] = remark or other dose. Unless noted, calls follow the shape of the dose curve; as a rule, active = well fitted curve in the direction sought with a large enough effect; inconclusive = small, poorly fitted or top-dose-only effect, or another doubt; inactive = no such curve, though single readings can be large; an effect the other way counts as inactive or inconclusive. Rows were taken by chance; overall some 3% were active at least once.

mol	Chronic BCR inh	Mito fusion act	USP2a inh	TSHR antag	Eya2 inh	Tb PFK inh	B2AR arrestin	TCR act	TSG101-PTAP inh	uPA generation	ELG1 repair inh
Cc1cc(CN2CCN(CC(=O)Nc3cc(C(F)(F)F)ccc3-n3cncn3)CC2)no1	-6%	1%	3%	-1	-20%	1%	0.2%	-4%	-5%	4%	-24%
Cc1ccc(S(=O)(=O)c2nc(-c3ccccc3)oc2NCCN2CCOCC2)cc1	?	1%	4%	-8	-23%	-2%	-0.5%	0%	-4%	1%	-3%
CC[C@]12c3[nH]c4ccc(Cl)cc4c3CCN1C(=O)[C@@H](CC(=O)NCc1ccco1)C[C@@H]2C(=O)N1CCN(C(=O)c2ccco2)CC1	-2%	·	1%	4	-4%	-6%	4.8%	7%[46.1 µM]	0%	-3%	-14%
CCc1nnc(NC(=O)CCC(=O)N2CCN(CCOc3ccc(C)cc3)CC2)s1	0%	1%	3%	-11	3%	-1%	0.3%	-17%	-2%	0%	23µM*
CCOC(=O)[C@H]1[C@H]2COc3ccc(Cl)cc3[C@@H]2N2C(=O)CN(Cc3ccccc3)C(=O)[C@@]12C	-1%	5%	-1%	-16	-4%	3%	0.4%	-7%	-8%	6%	-13%
C#CCSc1nnc(-c2ccc([N+](=O)[O-])cc2)o1	0%	5%	3%	8	-12%	2%	6.3%	-2%	-2%	3%	?
O/N=C\c1ccccc1Oc1ccc(F)cc1	?	1%	6%	8	0%	0%	-0.1%	-4%	1%	·	18%
COCC1CCCCN1C(=O)c1ccc2nc(Cc3ccc(OC)c(OC)c3)oc2c1 (configuration not stated)	?	-1%	3%	-13	-7%	-1%	-0.2%	-3%	-5%	1%	-14%
COc1cc2c(cc1OC)C(c1ccc([N+](=O)[O-])cc1)N(C(C)=O)CC2 (configuration not stated)	-2%	-24%	4%	7	4%	-3%	0.0%	1%	-5%	-7%	-2%
Cn1c(-c2ccc(CN3CCCCC3)o2)nc2ccccc21	7%	0%	-1%	6	4%	-1%	-0.3%	-3%	0%	-2%	?
COc1ccccc1N1CCN(S(=O)(=O)c2ccc3c(c2)oc(=O)n3C)CC1	-4%	0%	-1%	-3	-21%	-10%	-0.5%	-3%	0%	0%	5%
CCCCN1C(=O)C2C(c3ccc(OC)cc3O)NC(CC(C)C)(C(=O)O)C2C1=O (configuration not stated)	17%	1%	1%	0	3%	-3%	0.2%	0%	-3%	-1%	4%
Cc1ccc(-c2cc3ccccc3nc2N2CCOCC2)cc1	?	2%	2%	-12	-2%	4%	-0.1%	-2%	-1%	-3%	-29%
COc1ccc(CNC(=O)C(C)OC(=O)c2cccs2)cc1 (configuration not stated)	1%	1%	-1%	-101*	-4%	-1%	0.1%	6%	-2%	-2%	5%
COCCCNC(=O)c1cn(C)c(=O)c2cc(OC)c(OC)cc12	2%	-1%	-1%	10	6%	-3%	4.1%	2%	0%	-2%	0%
Cc1ccc(Sc2nc(C)cc(C)c2S(C)(=O)=O)cc1	3%	0%	4%	47	-6%	3%	-0.2%	-13%	-5%	1%	15%
COc1ccc(OC)c(NC(=O)c2cc(-c3cc(C)ccc3O)n[nH]2)c1	?	1%	3%	-8	7%	?	0.1%	-5%	-3%	1%	10%
COc1ccc(-n2c(N)c(-c3nc4ccccc4n3C)sc2=S)cc1	-2%	0%	-1%	4	-14%	3%	0.0%	-13%	-6%	-4%	?
COC(=O)c1ccc(NC(=S)N2CCC(C(N)=O)CC2)cc1	?	2%	-1%	17	-3%	-8%	-0.8%	3%[46.1 µM]	-3%	-3%	-2%
Cc1ccccc1SCC(=O)OCC(=O)Nc1sccc1C(N)=O	-5%	-3%	-1%	-14	-4%	-1%	-0.6%	0%[46.1 µM]	1%	-2%	12%
Cc1ccc(C)c(N2N=C(C(=O)OCc3nnc(-c4cccs4)o3)CCC2=O)c1	1%	-8%	2%	3	-39%	10%	-0.2%	-1%	1%	-2%	?
O=C(CN1c2ccccc2Sc2ccccc21)NNC(=O)Nc1ccc(Cl)cc1	?	-4%	0%	-8	-3%	-8%	-0.2%	-6%	-3%	5%	-11%
O=C(CN1C(=O)NC2(CCOc3ccccc32)C1=O)NCCc1ccc(F)cc1 (configuration not stated)	-1%	·	5%	·	7%	2%	-1.1%	-1%	-2%	-1%	2%
CC1CN(C)C(C)C/C1=N/Oc1ccccc1[N+](=O)[O-] (configuration not stated)	1%	-17%	0%	6	0%	2%	0.3%	4%	-1%	-2%	7%

Five compounds from above, reduced to Chronic BCR inh, USP2a inh and B2AR arrestin:
SMILES | Chronic BCR inh | USP2a inh | B2AR arrestin
CCCCN1C(=O)C2C(c3ccc(OC)cc3O)NC(CC(C)C)(C(=O)O)C2C1=O (configuration not stated) | 17% | 1% | 0.2%
Cc1ccc(C)c(N2N=C(C(=O)OCc3nnc(-c4cccs4)o3)CCC2=O)c1 | 1% | 2% | -0.2%
COCCCNC(=O)c1cn(C)c(=O)c2cc(OC)c(OC)cc12 | 2% | -1% | 4.1%
O=C(CN1c2ccccc2Sc2ccccc21)NNC(=O)Nc1ccc(Cl)cc1 | ? | 0% | -0.2%
CCc1nnc(NC(=O)CCC(=O)N2CCN(CCOc3ccc(C)cc3)CC2)s1 | 0% | 3% | 0.3%

An excerpt from above in order of the TSHR antag value, smallest number first.
| compound | TSHR antag |
| --- | --- |
| COCC1CCCCN1C(=O)c1ccc2nc(Cc3ccc(OC)c(OC)c3)oc2c1 (configuration not stated) | -13 |
| CCc1nnc(NC(=O)CCC(=O)N2CCN(CCOc3ccc(C)cc3)CC2)s1 | -11 |
| Cc1ccc(S(=O)(=O)c2nc(-c3ccccc3)oc2NCCN2CCOCC2)cc1 | -8 |

The results go on:
mol	Chronic BCR inh	Mito fusion act	USP2a inh	TSHR antag	Eya2 inh	Tb PFK inh	B2AR arrestin	TCR act	TSG101-PTAP inh	uPA generation	ELG1 repair inh
COc1ccc(N2CCN(C(CNC(=O)C(=O)NCC3CCCO3)c3ccco3)CC2)cc1 (configuration not stated)	5%	?	3%	18	-3%	0%	-1.0%	-6%[46.1 µM]	-4%	-1%	-16%
CNC(=O)C(=O)Nc1cc2c3c(c1)C(C)C(=O)N3CCC2 (configuration not stated)	-7%	1%	1%	11	-3%	2%	0.2%	1%	-3%	24%	?
COC(c1ccc(Cl)cc1)(c1ccc(Cl)cc1)C(Oc1nccc(C)n1)C(=O)O (configuration not stated)	7%	0%	-1%	0	13%	2%	-0.2%	-2%	2%	8%	-26%
CN1CC(=O)N(CC(=O)NCc2ccc(F)cc2)c2ccccc2C1=O	2%	-1%	2%	11	-3%	5%	-0.1%	-2%	-8%	-2%	-2%
CCN(CC)CC#CC(O)(c1ccccc1)c1ccccc1	0%	2%	2%	32	-1%	0%	-0.2%	1%	1%	1%	?
Cc1cccc(N2CCN(C(=O)N3CCOCC3)CC2)c1C	-5%	3%	1%	-10	-4%	6%	0.2%	0%	0%	-10%	0%
COC(=O)c1ccsc1NC(=O)CN1CCN(c2ncccn2)CC1	-4%	-1%	-6%	4	-14%	-1%	0.3%	·	-1%	1%	?
COc1cc(CNc2ccc3[nH]c(=O)[nH]c3c2)ccc1OCC(=O)NC(C)(C)C	1%	-1%	0%	-12	-15%	-2%	-0.1%	-10%	-5%	-3%	-5%
CCOC(=O)C1(CC2CC2)CCN(S(=O)(=O)C[C@]23CC[C@H](CC2=O)C3(C)C)CC1	?	13%	-5%	-2	-10%	2%	-0.4%	9%	-5%	-3%	-11%
